D3 antag – D3 dopamine receptor (human) antagonism. D3R cells, DiscoveRx beta-arrestin luminescence, antagonist mode; stronger effect = lower value. actives 2.5% (n = 360,000). P35462. max response, negative = inhibition, %; in the data active means max response below about -50%; inconclusive means no clear call, values can overlap the other calls; further: on the % scale 0 is the no-effect control and ±100 the full control effect; mostly tested at two doses, the higher about 12 µM
Target sequence (P35462 whole entry, looked up): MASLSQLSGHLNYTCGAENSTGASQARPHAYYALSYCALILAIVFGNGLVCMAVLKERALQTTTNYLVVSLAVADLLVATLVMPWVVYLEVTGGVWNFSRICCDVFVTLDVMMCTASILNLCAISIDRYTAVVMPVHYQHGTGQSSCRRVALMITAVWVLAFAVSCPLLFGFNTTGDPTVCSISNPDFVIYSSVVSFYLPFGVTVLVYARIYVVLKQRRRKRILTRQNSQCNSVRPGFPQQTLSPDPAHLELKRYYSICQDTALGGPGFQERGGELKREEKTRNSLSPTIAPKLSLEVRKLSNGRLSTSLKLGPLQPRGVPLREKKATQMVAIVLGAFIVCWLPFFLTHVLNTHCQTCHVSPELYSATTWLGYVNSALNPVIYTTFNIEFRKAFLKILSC
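Cells expressing the human receptor were seeded at 1500 cells/well, incubated overnight at 37 degrees C in 5% CO2, then exposed to library compounds with dopamine controls for 90 minutes at 37 degrees C before luminescent detection.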
KB-V1 cytotox – KB-V1 MDR subline cytotoxicity. KB-V1 MDR cells viability, CellTiter-Glo, 72 h. Potency, µM (doses to about 46.1 µM), without a hit: top-dose activity change, negative = cytotoxicity, most hits filed as cytotoxic. actives 3.4% (n = 400,000). AID 1347076; further: potency means the concentration at half of the fitted maximal effect; on the % scale 0 is the no-effect control and ±100 the full control effect; nearly all actives have a fitted effect of over 60% in size
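Luminescent ATP read-out (CellTiter-Glo, 10 min) measures survival of drug-selected KB-V1 MDR cells after 72 h, 37 degrees C compound exposure. Medium: phenol-red-free DMEM, 10% FBS. Values from fitted concentration-response curves.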
D3 ag – activates the human D3 dopamine receptor; actives 0.58% (n = 410,000); D3R DiscoveRx beta-arrestin cells, luminescence, 90 min; max activation, %; P35462; AID 652048; in the data active means max activation above about 30%; further: 0% is about no effect; mostly tested at two doses, the higher about 12 µM
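Agonist-mode cell screen: cells plated at 1500/well and incubated overnight at 37 °C, then exposed to library compounds for 90 min at 37 °C. Detection reagent was added for 30–60 min at room temperature, and luminescence was read.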
GLP1R ag – activates the human GLP-1 receptor; AID 624172; P43220; HEK293 GLP-1R CRE-luciferase, luminescence, 4-6 h; cells express a hypersensitive GLP-1R form; actives 0.007% (n = 380,000); Potency, µM (highest dose often 45.6 µM), for the others: at the highest dose activation, usual class: activators; further: potency means the concentration at half of the fitted maximal effect; % of control where 0% means no effect
Target sequence (P43220 whole entry, looked up): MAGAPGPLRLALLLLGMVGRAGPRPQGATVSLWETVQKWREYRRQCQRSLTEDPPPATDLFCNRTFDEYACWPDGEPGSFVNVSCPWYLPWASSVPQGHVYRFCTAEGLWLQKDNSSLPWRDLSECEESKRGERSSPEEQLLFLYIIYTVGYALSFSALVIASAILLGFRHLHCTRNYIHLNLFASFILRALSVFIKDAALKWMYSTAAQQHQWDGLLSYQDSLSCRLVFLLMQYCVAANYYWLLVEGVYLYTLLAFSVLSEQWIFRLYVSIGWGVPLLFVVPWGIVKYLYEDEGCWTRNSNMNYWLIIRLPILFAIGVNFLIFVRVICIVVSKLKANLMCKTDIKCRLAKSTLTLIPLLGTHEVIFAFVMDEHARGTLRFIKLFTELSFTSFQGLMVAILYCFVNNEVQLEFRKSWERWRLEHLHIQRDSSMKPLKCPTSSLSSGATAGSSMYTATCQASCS
KB-3-1 cytotox – kills parental KB-3-1 adenocarcinoma cells. KB-3-1 viability, CellTiter-Glo ATP luminescence, 72 h. Potency, µM (titrated, usually from 46.1 µM), inactives show at the top dose activity change, negative = cytotoxic, hits mostly cytotoxic. actives 1.4% (n = 400,000); further: potency means the concentration at half of the fitted maximal effect; on the % scale 0 is the no-effect control and ±100 the full control effect; nearly all actives have a fitted effect of over 60% in size
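Multi-concentration cytotoxicity screen in KB-3-1 cells grown in DMEM lacking phenol red with 10% FBS. After 72 h at 37 °C with compound, ATP-dependent luminescence was recorded.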
HT1080 IDH1KD tx – toxicity to HT-1080 IDH1 knockdown cells (counter line); Potency, µM (highest dose often 46.1 µM), without a hit: at the highest dose activity, negative = toxicity, usual class: cytotoxic; actives 2% (n = 360,000); AID 686971; HT-1080 IDH1 knockdown viability, ATP luminescence, 48 h;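 further: potency means the concentration at half of the fitted maximal effect; 0% = DMSO wells and -100% = cell-free medium wells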
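Using the IDH1-knockdown HT-1080 line run in the same batch and compound series as the NT line, viability after 48 h at 37 °C was determined by CellTiter-Glo luminescence and expressed as % activity.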
IL1B secr inh – inflammasome signaling inhibition, IL-1 beta readout; THP-1 LPS/ATP IL-1B secretion, AlphaLISA, 16 h; stronger effect = lower value; activity change, % at 57.5 µM; actives 4.7% (n = 360,000); in the data active means activity change below about -50%; inconclusive means mostly about -30% to -49%; further: on the % scale 0 is the no-effect control and ±100 the full control effect
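THP-1 cells pretreated 1 hr with compounds (up to 57.5 uM final), then stimulated with LPS (250 ng/mL final) plus ATP (1.25 mM final); secreted IL-1B measured by AlphaLISA after 16 hr, decreased signal indicating inhibition.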
HT1080NT lethal – kills 2HG-producing HT-1080-NT fibrosarcoma cells; HT-1080-NT fibrosarcoma viability, CellTiter-Glo ATP luminescence, 48 h; Potency, µM (series often up to 46.1 µM), inactives show at the highest dose activity, negative = less viability, usual class: cytotoxic; actives 1.6% (n = 360,000);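 further: NT is the 2HG producing partner of a matched IDH1 knockdown line; potency means the concentration at half of the fitted maximal effect; 0% = DMSO-treated cells and -100% = media-only wells without cells; nearly all actives have a fitted effect of over 55% in size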
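750 cells/well, RPMI + 5% FBS; 2 h settle, compound pin-transfer, 48 h at 37 degrees C. CellTiter-Glo 10 min RT, luminescence. Normalized to DMSO and media-only wells.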
SW480 rerep – inducers of DNA re-replication in SW480 colon cancer cells; SW480 DNA re-replication, Hoechst DNA content imaging, 48 h; Potency, µM (doses to about 46.1 µM), for the others: top-dose re-replication activation, actives largely listed as activators; actives 1.8% (n = 340,000); further: potency means the concentration at half of the fitted maximal effect; % of control where 0% means no effect; nearly all actives have a fitted effect of over 55% in size
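First, 250 cells per well were seeded. Next, compound or vehicle (23 nL) was pinned in, plates sat 48 hr at 37 C. Finally Hoechst was added for 40 min before fluorescence scanning.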
Starred values were filed as active, the others as inactive; u = inconclusive; x = no result given; [ ] = another dose, or the depositor's remark. Unless noted, the call rests on the fitted dose curve; in most records, active means well fitted curve in the direction sought with a large enough effect; inconclusive means small, poorly fitted or top-dose-only effect, or another doubt; inactive means no such curve, though single readings can be large; an effect the other way counts as inactive or inconclusive.

SMILES	D3 antag	KB-V1 cytotox	D3 ag	GLP1R ag	KB-3-1 cytotox	HT1080 IDH1KD tx	IL1B secr inh	HT1080NT lethal	SW480 rerep
COC(=O)c1sccc1NC(=O)c1ccc(OC)cc1	6	-25%	-7	4%	0%	-16%	20	-9%	-1%
CC(=O)N/C(=C/c1ccc2c(c1)OCO2)C(=O)NCCCO	14	2%	0	-13%	2%	7%	1	10%	-2%
CCOCCCNC(=O)C1(O)c2ccccc2NC(=O)N1c1ccc(Cl)cc1 (configuration not stated)	1	1%	4	8%	12%	8%	-11	17%	-8%
COc1ccc(NC(=O)CSc2nnc(CNC(=O)c3ccco3)o2)c(OC)c1	1	27%	2	0%	-2%	8%	4	6%	-1%
c1ccc(Nc2cc(Nc3ccccc3)[nH]n2)cc1	-20	-21%	1	0%	-8%	u	-25	u	21%
O=C(c1ccc2c(c1)OCO2)N1CCN(c2ccccc2)CC1	24	-17%	5	4%	20%	1%	13	-1%	1%
Cc1nn(C)c(C)c1CNC(=O)Nc1cccc(Cl)c1	10	u	3	2%	-2%	-5%	7	1%	-5%
CCOC(=O)c1ccc(NC(=O)NC2CCN(CC(=O)NCc3ccc4c(c3)OCO4)CC2)cc1	u	3%	5	0%	8%	-5%	3	-2%	23%
COCCNC(=O)c1ccc(CS(=O)(=O)c2ccc(OC)cc2)o1	0	4%	-8	0%	0%	2%	30	1%	-2%
COC(=O)Nc1nn(-c2ccc(C)cc2)c(=O)c(C#N)c1C	-14	-5%	-12	-3%	-3%	14%	-10	-5%	-1%
COc1ccc(CC(=O)OCC(=O)NCc2ccc3c(c2)OCO3)cc1OC	20	1%	0	17%	4%	9%	10	-1%	1%
CN1CCN(C(=O)/C(=C/c2ccc(N(C)C)cc2)NC(=O)c2ccccc2)CC1	-4	-4%	-4	7%	0%	8%	-6	11%	-14%
CC(Cl)C(=O)Nc1cc(C(F)(F)F)ccc1N1CCOCC1 (configuration not stated)	-2	5%	0	7%	-14%	-11%	0	-2%	-1%
CCCc1nn(C)c(C(=O)Nc2ccc(C(C)(C)C)cc2)c1Cl	1	-22%	8	-10%	0%	-9%	24	-1%	u
O=S(=O)(Nc1ccccc1)c1ccc2c(c1)CCO2	-17	-20%	-10	1%	4%	24%	x	19%	u
CCc1cccc(CC)c1NC(=O)c1cc(CN2C(=O)c3ccccc3C2=O)ccc1OC	-8	-22%	1	-2%	-6%	-10%	u	-9%	0%
CCN(CC)CCN(CC(=O)N(C1CCCCC1)C1CCCCC1)C(=O)c1ccco1	-26	-28%	-10	1%	-13%	-1%	-21	-4%	-1%
NC(=O)NC(Cc1ccccc1)C(=O)N1CCN(S(=O)(=O)c2ccc(Cl)cc2)CC1 (configuration not stated)	-68*	13%	-6	17%	6%	-2%	10	-6%	3%
O=C(CSc1ccc2ccccc2n1)NCCC1=CCCCC1	-13	-2%	2	17%	-23%	-23%	-19	-9%	-4%
Cc1nnc(NC(=O)CSc2nnc(CCNC(=O)c3ccccc3F)n2C)s1	1	-7%	4	5%	-10%	11%	0	4%	1%
COc1cccc(-c2cnc(C(O)c3ccc(CN4CCCC4)cc3)[nH]2)c1 (configuration not stated)	-20	6%	-2	-2%	8%	8%	4	5%	x
CC(NC(=O)CN1C(=O)NC(C)(c2cccc3ccccc23)C1=O)c1ccccc1 (configuration not stated)	-11	-26%	-4	5%	-8%	-4%	-7	-11%	2%
CCCOc1ccc(N2C(=O)CC(S/C(N)=N/N=C(\C)c3cccs3)C2=O)cc1 (configuration not stated)	17	-2%	-12	12%	16%	u	0	u	12%
Cc1ccc(-c2nn(-c3cccc(F)c3)cc2CN(Cc2nccn2C)C(C)C)o1	-3	u	3	0%	15%	u	-96*	-20%	-101%[inhibitor]
Cc1nn(Cc2ccc(F)cc2)c(C)c1NC(=O)CCCn1nc([N+](=O)[O-])cc1C	11	u	5	7%	28%	-1%	22	17%	-13%
COc1cc2ncnc(Nc3ccc4c(c3)OCO4)c2cc1OC	4	6%	9	-5%	11%	7%	u	17%	-1%
CC(=O)c1ccc(N2CCN(C(=S)Nc3cc(C)ccc3C)CC2)cc1	-15	9%	-2	-10%	0%	7%	21	6%	-7%
CCOC(=O)c1ccc(Oc2nc(NC(C)(C)C)nc(N(C)C)n2)cc1	40	-7%	2	3%	-10%	u	-15	u	u
COCCN(C(=O)CNC(=O)c1ccco1)C(C(=O)NC1CCCC1)c1cccs1 (configuration not stated)	11	2%	-3	-8%	3%	-1%	8	0%	1%
CCc1cccc(OCC(O)Cn2c(N3CCCCC3)nc3c2c(=O)[nH]c(=O)n3C)c1 (configuration not stated)	11	u	11	-1%	-15%	6%	u	9%	-20%

Look-ups from above.
For HT1080NT lethal, Cc1ccc(-c2nn(-c3cccc(F)c3)cc2CN(Cc2nccn2C)C(C)C)o1 has the entry -20%
For HT1080 IDH1KD tx, CCc1cccc(OCC(O)Cn2c(N3CCCCC3)nc3c2c(=O)[nH]c(=O)n3C)c1 (configuration not stated) has the entry 6%
For IL1B secr inh, NC(=O)NC(Cc1ccccc1)C(=O)N1CCN(S(=O)(=O)c2ccc(Cl)cc2)CC1 (configuration not stated) has the entry 10

Continued:
SMILES	D3 antag	KB-V1 cytotox	D3 ag	GLP1R ag	KB-3-1 cytotox	HT1080 IDH1KD tx	IL1B secr inh	HT1080NT lethal	SW480 rerep
C[C@@H](O)C1NC(=O)[C@H](CCCCN)NC(=O)c2cc([N+](=O)[O-])cc(I)c2OCC[C@@H](C(N)=O)NC1=O (some centres not stated)	-23	27%	-16	-3%	15%	0%	15	-3%	-3%
Cc1nc2ccc(C(=O)N3c4ccccc4N=C(c4ccc(C(F)(F)F)cc4)C3C(=O)NC(C)(C)C)cc2[nH]1 (configuration not stated)	-8	-18%	-1	x	u	u	37	u	x
COc1ccc(NC(C)=O)cc1CNC(=O)COc1ccccc1C(=O)Nc1cccc(C)c1C	15	u	-1	17%	-7%	7%	-5	10%	3%
Nc1ccc(SCc2nc3cccc4c3n2CCC4)cc1	-15	0%	-2	22%	11%	3%	-9	5%	-12%
CCNC(=O)C12CCC(C)(c3nc4cc(C)c(C)cc4nc31)C2(C)C (configuration not stated)	2	-22%	2	11%	-7%	0%	43	-1%	4%
Cc1cc(Br)c(NC(=O)c2ccccc2[N+](=O)[O-])cc1C	9	-2%	1	-2%	1%	4%	-14	1%	6%
CCN=C1SC(CC(=O)Nc2ccc(C(F)(F)F)cc2)C(=O)N1CC (configuration not stated)	22	1%	10	5%	1%	0%	0	12%	-6%
Clc1ccc(-c2cnc3ccccc3n2)cc1	11	9%	2	-1%	u	1%	21	10%	7%
O=C(O)CCCC(=O)N1CCN(c2ncccn2)CC1	1	26%	0	-1%	10%	4%	22	13%	-12%
O=C1CN(C(=O)COC(=O)c2ccc(Cl)cc2)c2ccccc2N1	6	8%	6	-1%	5%	3%	7	3%	-2%
O=C(Nc1ccc(N2CCN(C(=O)c3ccc(Cl)cc3)CC2)cc1)c1ccc(Br)o1	0	1%	0	-12%	7%	-14%	-69*	-1%	3%
CCN(CC)Cc1c(C(=O)N/N=C/c2cccnc2)nnn1-c1nonc1N	7	36%	2	1%	0%	2%	22	u	-6%
CC(=O)c1cccc(NC(=O)C2CC(=O)N(c3ccc4c(c3)OCCO4)C2)c1 (configuration not stated)	-16	x	-12	-3%	x	-1%	7	0%	-6%
COc1ccc(C2=C(SC)CC2=NC(C)(C)C)cc1	15	11%	9	10%	-1%	15%	-11	0%	0%
Cc1ccc2ccc[n+](Cc3ccccc3)c2c1	-25	-5%	0	-6%	5.2µM*	-8%	20	0%	11%
COCCn1c(SCC(=O)c2c(N)n(C3CC3)c(=O)[nH]c2=O)nc2ccccc21	-1	20%	0	11%	-5%	-18%	26	-16%	u
CCNc1nc(SC)nc(N(C#N)CC(=O)OC)n1	23	-6%	1	-4%	-1%	-1%	-14	-2%	-4%
Cc1ccc(-n2nc3c(c2NC(=O)CC(C)C)CS(=O)(=O)C3)c(C)c1	2	20%	0	10%	1%	5%	-17	0%	x
Cc1ccc2[nH]c(C)c(/C=C/c3cc[n+](C)cc3)c2c1	-7	-4%	9	4%	2.1µM*	u	u	u	u
Cc1ccccc1NS(=O)(=O)c1ccc(C)c(NS(C)(=O)=O)c1C	-8	-4%	17	9%	-2%	-1%	-7	15%	-9%
NS(=O)(=O)c1ccc(CCNC(=O)CNCCc2ccc(C(F)(F)F)cc2)cc1	14	-11%	-4	-6%	-29%	-2%	21	-3%	-4%
Cc1ccc(C(=O)Nc2c(-c3ccccc3)[nH][nH]c2=O)cc1	-21	2%	-10	x	2%	3%	0	19%	x
Cc1cccc(Oc2ccc3c(c2)cc(C(=O)O)n3C)c1	u	-19%	8	-3%	0%	-5%	-6	2%	u
CCc1ccc(C(O)c2ncc(-c3ccccc3C(F)(F)F)[nH]2)cc1 (configuration not stated)	0	u	-11	2%	-6%	-20%	-4	-10%	x
CC1(c2ccccc2)NC(=O)N(CC(=O)Nc2nc(-c3ccccn3)cs2)C1=O (configuration not stated)	-12	-23%	1	-8%	u	-21%	-3	-3%	u

Copied from the results shown for reference:
SMILES	D3 antag	KB-V1 cytotox	D3 ag	GLP1R ag	KB-3-1 cytotox	HT1080 IDH1KD tx	IL1B secr inh	HT1080NT lethal	SW480 rerep
NS(=O)(=O)c1ccc(CCNC(=O)CNCCc2ccc(C(F)(F)F)cc2)cc1	14	-11%	-4	-6%	-29%	-2%	21	-3%	-4%
Cc1ccc(C(=O)Nc2c(-c3ccccc3)[nH][nH]c2=O)cc1	-21	2%	-10	x	2%	3%	0	19%	x
Cc1cccc(Oc2ccc3c(c2)cc(C(=O)O)n3C)c1	u	-19%	8	-3%	0%	-5%	-6	2%	u
CCc1ccc(C(O)c2ncc(-c3ccccc3C(F)(F)F)[nH]2)cc1 (configuration not stated)	0	u	-11	2%	-6%	-20%	-4	-10%	x
CC1(c2ccccc2)NC(=O)N(CC(=O)Nc2nc(-c3ccccn3)cs2)C1=O (configuration not stated)	-12	-23%	1	-8%	u	-21%	-3	-3%	u
